M4 antag = blocks acetylcholine activation of human M4 receptor; P08173; CHO-hM4 cells, ACh EC80, Fluo-8 calcium fluorescence; inhibition, % at 3 µM; 360,000 compounds, 0.73% hits;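 active = inhibition above its plate's cutoff, the mean inhibition of sample wells plus 3 SD, cut at about 27% in these data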;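 also: 0% = acetylcholine EC80 with DMSO and 100% = DMSO without agonist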
Target sequence (P08173 whole entry, looked up): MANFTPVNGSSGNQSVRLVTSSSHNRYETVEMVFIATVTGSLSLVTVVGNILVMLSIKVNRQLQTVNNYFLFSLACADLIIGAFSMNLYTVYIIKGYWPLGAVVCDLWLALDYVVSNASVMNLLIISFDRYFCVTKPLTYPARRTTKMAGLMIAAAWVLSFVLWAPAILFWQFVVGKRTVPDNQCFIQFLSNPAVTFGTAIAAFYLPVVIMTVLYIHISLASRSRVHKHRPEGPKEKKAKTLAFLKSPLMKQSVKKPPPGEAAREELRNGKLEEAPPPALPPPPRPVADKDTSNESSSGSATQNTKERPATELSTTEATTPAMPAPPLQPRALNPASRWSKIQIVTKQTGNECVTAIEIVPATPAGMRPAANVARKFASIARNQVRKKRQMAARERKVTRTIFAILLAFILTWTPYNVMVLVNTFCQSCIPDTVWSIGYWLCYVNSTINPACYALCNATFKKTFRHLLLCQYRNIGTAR
M4 ag = agonists of human muscarinic M4 receptor (CHRM4) | P08173 | CHO-K1 hM4/Gqi5, Fluo-8 calcium fluorescence; vehicle 0%, full acetylcholine response 100% | activation, % at 3 µM | 360,000 compounds, 0.14% hits | AID 624127;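 active = activation above the run mean over all test wells plus 3 SD, cut at about 32% in these data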;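 also: peak over basal fluorescence ratio per well then scaled between controls; 0% = DMSO wells and 100% = acetylcholine at EC100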
M4 PAM = CHRM4 positive allosteric modulation; CHO-K1 hM4/Gqi5, Fluo-8 calcium fluorescence, ACh EC20; 0% = ACh EC20, 100% = maximal ACh; activation, % at 3 µM; 360,000 compounds, 0.4% hits;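 active = activation above its plate's cutoff, the mean activation of sample wells plus 3 SD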; also: some results filed as inactive read as strong as hits
CHRM5 agonist = agonists of human muscarinic M5 receptor (CHRM5) | 360,000 compounds, 0.19% hits | AID 624037 | activation, % at 3 µM | CHO-K1 hM5 cells, Fluo-8 calcium fluorescence; 0% DMSO wells, 100% maximal acetylcholine response;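 active = activation above the run's mean over test compounds plus 3 SD, cut at about 23% in these data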;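 also: signal is peak over basal fluorescence ratio across the kinetic read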
Target sequence (P08912 whole entry, looked up): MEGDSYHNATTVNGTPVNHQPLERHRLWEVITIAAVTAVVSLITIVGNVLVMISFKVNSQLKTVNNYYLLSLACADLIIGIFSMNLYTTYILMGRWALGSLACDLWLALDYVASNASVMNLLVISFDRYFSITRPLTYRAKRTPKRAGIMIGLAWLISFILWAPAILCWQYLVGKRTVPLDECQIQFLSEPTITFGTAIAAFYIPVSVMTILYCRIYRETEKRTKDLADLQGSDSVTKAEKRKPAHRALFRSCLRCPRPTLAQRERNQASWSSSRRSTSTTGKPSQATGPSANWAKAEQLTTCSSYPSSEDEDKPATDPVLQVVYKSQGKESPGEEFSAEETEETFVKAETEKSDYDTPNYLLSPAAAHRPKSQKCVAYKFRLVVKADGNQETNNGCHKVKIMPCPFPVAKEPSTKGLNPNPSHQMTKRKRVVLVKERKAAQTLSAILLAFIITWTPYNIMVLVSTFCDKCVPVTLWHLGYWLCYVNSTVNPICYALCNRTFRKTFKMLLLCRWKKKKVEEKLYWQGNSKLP
CRFR2-BP ag = agonists of human CRF-binding protein/CRF-R2 receptor complex | HEK293 CRF-R2/CRF-BP, calcium dye fluorescence (FLIPR); percent of saturating CRF peptide response | AID 588473 | activation, % at 13.2 µM | 350,000 compounds, 0.46% hits;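 active = activation of at least 50%, plus an integration ratio under a set limit after plate pattern correction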;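 also: plate controls were neutral control wells without compound for no effect and CRF at EC100 for full effect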
M5 PAM = positive allosteric modulators of human muscarinic M5 receptor. 360,000 compounds, 0.3% hits. P08912. activation, % at 3 µM. CHO-K1 hM5, Fluo-8 calcium, ACh EC20 PAM; 0% = ACh EC20, 100% = ACh EC100;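 active = activation above the run cutoff, the mean activation of all test compounds plus 3 SD, cut at about 18% in these data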
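Assay system – human M5 receptor in CHO-K1 cells · Read-out – % activation, ACh-normalized · Technique – Fluo-8 calcium fluorescence · Dosing – single-point, 3 µM nominal · Incubation – Fluo-8 loading 80 min at 37 °C plus 30 min room temperature · Repeats – singlicate, one well per test compound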
M5 antag = blocks acetylcholine activation of human M5 receptor; P08912; CHO-hM5 cells, Fluo-8 calcium fluorescence, ACh EC80; inhibition, % at 3 µM; 360,000 compounds, 0.59% hits;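 active = inhibition above a per-plate cutoff, the mean of that plate's test compounds plus 3 SD, cut at about 27% in these data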;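 also: 0% = acetylcholine EC80 with DMSO and 100% = DMSO without agonist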
CRFBP-R2 block = antagonists of CRF-binding protein/CRF-R2 receptor complex. AID 588475. HEK293 CRF-R2/CRF-BP, CRF-induced calcium fluorescence. inhibition, % at 11.8 µM. 350,000 compounds, 0.59% hits;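 active = inhibition of the ligand-induced calcium signal above about 50% at the single tested concentration, limit read from the data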
IDE inh = inhibitors of human insulin-degrading enzyme in cells; P14735; HEK cells, FAbetaB cleavage, fluorescence polarization; inhibition, % at 5.59 µM; 320,000 compounds, 0.41% hits;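 active = percent inhibition above the average of all tested compounds plus 3 SD, set per screening campaign, cut at about 16% in these data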;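 also: IDE supplied by intact live HEK cells; FP after avidin binding of uncleaved biotin substrate so inhibition keeps polarization high; 0% = DMSO wells and 100% = 60 µM reference IDE inhibitor Ii1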
Active calls of the source: *; x = not tested or not shown; & = joins results of further samples.

no. | compound | M4 antag | M4 ag | M4 PAM | CHRM5 agonist | CRFR2-BP ag | M5 PAM | M5 antag | CRFBP-R2 block | IDE inh
1 | CCCCCCCCn1c2c(c(=N)c3ccccc31)CCC2 | 58.0* | 20.7 | -18.7 | -2.4 | 1.4 | -16.3 | 48.2* | -19.1 | x
2 | CC(=O)Oc1ccc(C2OC(=O)c3ccccc3N2C(C)=O)cc1 (configuration not stated) | 3.0 | 0.0 | 2.5 | 2.2 | -1.3 | -0.5 | -2.6 | -14.3 | -6.9
3 | CCN(CC(=O)NCc1cccs1)S(=O)(=O)c1cccc(C(C)=O)c1 | -5.7 | 1.4 | 4.2 | -0.1 | -2.6 | -1.8 | -1.6 | 8.1 | -0.1
4 | O=C(Nc1ccc(F)cc1)C(c1cccc(F)c1)N1CCN(Cc2c(F)cccc2Cl)CC1 (configuration not stated) | 2.0 | 7.3 | -12.6 | -4.6 | x | -10.1 | 7.1 | x | x
5 | CN1CCN(S(=O)(=O)c2cccc(C(=O)NCc3ccc(Cl)cc3)c2)CC1 | 2.7 | 1.2 | -4.8 | -0.4 | 1.6 | 5.2 | 6.6 | 3.1 | -1.4
6 | CC1(C(=O)NS(=O)(=O)c2cccc(Cl)c2)CCN1C(=O)Cc1ccc(-c2ccccc2)cc1 (configuration not stated) | 6.7 | -0.4 | 0.8 | -0.6 | x | -0.8 | 8.0 | x | x
7 | Cc1cccc(OCC(=O)N2CCOCC2)c1 | 5.3 | 0.2 | -1.1 | -0.9 | 2.7 | -1.2 | 8.2 | -6.5 | -0.9
8 | O=C(COC(=O)c1n[nH]c2ccccc12)Nc1ccc(S(=O)(=O)N2CCCC2)cc1 | 18.2 | 16.4 | -10.2 | 7.3 | 5.5 | -12.1 | 13.8 | -37.8 | 5.2
9 | COc1cc(C(=O)N(C)CCOc2ccccc2)ccc1OCC(=O)Nc1cccc(C(F)(F)F)c1 | 1.1 | 18.6 | -6.6 | 2.9 | 7.0 | -14.4 | 13.3 | 6.0 | -2.0
10 | c1ccc(-c2ccccc2OCCOCCN2CCNCC2)cc1 | 0.1 | 0.2 | -6.6 | -9.0 | -2.0 | -3.9 | 8.6 | 11.9 | -6.0
11 | N#CC1=C(N)Oc2n[nH]c(-c3cccs3)c2C1c1ccoc1 (configuration not stated) | -0.8 | 0.9 | 4.7 | -0.5 | -0.2 | -1.5 | 13.8 | -7.6 | -0.6
12 | CC1CCN(c2c(NCc3ccc(C(=O)NCc4ccco4)cc3)c(=O)c2=O)CC1 | -9.2 | 0.7 | 9.7 | -1.2 | -0.5 | 0.7 | 3.4 | 23.1 | 2.1
13 | O=C1CCNCCN1[C@H](CO)Cc1ccccc1 | -0.4 | 0.7 | 4.8 | 3.5 | 0.1 | 7.3 | 10.0 | -2.4 | 0.6
14 | Cc1occc1C(=O)N1CCCC(CO)(Cc2ccc(F)cc2F)C1 (configuration not stated) | -6.8 | 4.1 | 4.7 | -0.9 | 0.4 | -4.7 | 4.9 | -62.2 | 4.0
15 | CC(=O)Nc1cc(C(=O)OCC(=O)c2ccc(Cl)cc2Cl)ccc1C | 0.6 | 4.2 | 4.2 | -2.7 | -1.7 | -0.7 | 2.7 | 8.2 | 3.2
16 | O=S(=O)(c1ccccc1)N1CCC(n2cnc3ccccc32)CC1 | -3.5 | 6.2 | -5.4 | 0.2 | 0.3 | 0.9 | 3.7 | -11.8 | -0.9
17 | O=C(O)C1CCN(c2c([N+](=O)[O-])cc(C(F)(F)F)cc2[N+](=O)[O-])CC1 | -4.0 | 1.0 | 8.9 | -0.9 | -0.4 | 5.2 | -1.3 | -15.4 | 0.4
18 | COc1ccc(NC(=O)C2CCC(CNc3c(N4CCCCC4)c(=O)c3=O)CC2)cc1OC (configuration not stated) | -8.5&-3.8 | 0.7&-0.2 | 6.6&4.8 | 3.8&2.2 | 45.5&3.9 | 7.0&-3.6 | -2.8&1.4 | -23.0&-3.2 | -0.2
19 | CCOC(=O)c1c(C)nc2c(c1-c1cc(OC)ccc1OC)C(=O)CC(C)(C)C2 | -5.0 | 2.6 | -3.3 | 2.4 | -0.6 | 1.0 | 0.8 | 8.9 | -3.1
20 | O=C(Nc1ccccc1Cl)OC1CCCCC1 | -7.2 | -0.4 | 6.4 | 0.2 | 0.0 | 3.5 | -5.2 | -26.4 | 2.4
21 | CC(C)(C)CC(C)(C)SSc1n[nH]c(=S)s1 | -7.1 | 1.9 | 7.3 | 3.2 | -2.1 | 10.6 | -0.9 | 17.1 | x
22 | COc1ccc(CNC(=O)C2CCN(S(C)(=O)=O)CC2)c(OC)c1 | 4.5 | -0.2 | -1.1 | -0.8 | -0.2 | 7.0 | 2.4 | 2.6 | 3.3
23 | O=[N+]([O-])c1ccc(Oc2ccc(-c3nnco3)cc2)c(Cl)c1 | -15.0 | -0.1 | 2.0 | -1.8 | 0.6 | 6.5 | 2.9 | -7.8 | 1.2
24 | Cc1ccc(C(=O)CCC2CCCC2=O)cc1 (configuration not stated) | 10.9 | 0.4 | -2.2 | -2.1 | 0.1 | -0.2 | -1.0 | -7.9 | -0.5
25 | O=C(CCCn1c(=O)[nH]c2ccccc2c1=O)Nc1ccc(F)cc1 | -8.4 | 1.5 | 2.8 | 0.4 | -0.3 | 6.0 | -3.9 | 6.5 | 7.6
26 | Cc1ccc(CC(=O)NCC(O)c2ccccc2)cc1 (configuration not stated) | -9.2 | 1.2 | 8.2 | -4.0 | -1.1 | -0.5 | -1.2 | 4.2 | -2.2
27 | COc1ccc(NC(=S)N2CCN(c3ccc([N+](=O)[O-])cc3)CC2)cc1OC | 3.5 | 10.3 | 1.2 | 7.5 | -0.8 | -2.7 | 12.1 | 8.0 | 8.2
28 | O=C1C=C(NCc2ccco2)CCC1 | -6.2 | -0.4 | -0.9 | 3.4 | 0.2 | -5.1 | -5.1 | -3.1 | 1.3
29 | CCCCn1c(-c2cccc3ccccc23)nc2cc3[nH]c(=O)c(C(C)C)nc3cc21 | -6.7 | 1.8 | 9.5 | 0.1 | 0.3 | -7.0 | 2.8 | 3.2 | -0.9
30 | Nc1nc(-c2ccccn2)nc(N)c1Cc1ccccc1F | 21.5 | 2.4 | 6.0 | 5.4 | -1.9 | 3.9 | -7.7 | 22.9 | -5.5
31 | CCOC(=O)Cc1csc(NC(=O)c2cc(C)cc(C)c2)n1 | -1.6 | 0.4 | 7.8 | -2.0 | -1.3 | -2.4 | 2.0 | 24.6 | 9.4
32 | Cc1sc2ncn(CC(=O)N3CCC(C(N)=O)CC3)c(=O)c2c1S(=O)(=O)N1CCOCC1 | -1.2 | 0.6 | -3.6 | -1.7 | 0.0 | -1.1 | 8.4 | 3.9 | -2.1
33 | O=C(Nc1c(-c2ccccc2)nc2ccc(Cl)cn12)c1cccs1 | 2.3 | 1.2 | 6.5 | 0.0 | -2.7 | 0.0 | 10.2 | -3.1 | 2.5
34 | CC(C)(C)C1CCC(C(=O)OCC(=O)Nc2ccc3[nH]c(=O)[nH]c3c2)CC1 (configuration not stated) | -1.7 | 2.9 | 8.9 | 4.6 | 1.8 | -14.3 | 26.0 | -20.6 | -1.6
35 | O=C(Cn1ccc([N+](=O)[O-])n1)NCc1nc2ccccc2[nH]1 | -5.8 | 0.4 | 2.0 | 1.9 | -2.0 | 5.9 | 2.1 | 0.6 | -3.9
36 | Cc1ccc(-c2nnc3ccc(SC(C)C(=O)O)nn23)cc1 (configuration not stated) | -1.6 | 0.3 | -1.4 | 1.6 | 0.6 | -1.4 | 1.3 | 3.4 | 2.4
37 | COc1ccc2c(c1[N+](=O)[O-])CCC/C2=N/OC(=O)c1ccccc1SC | -0.7 | 0.6 | -3.3 | -6.0 | -1.5 | -0.6 | -1.9 | -12.0 | 2.9
38 | COc1ccc(C(=O)N2CCN(Cc3ccccc3[N+](=O)[O-])CC2)cc1 | -7.4 | 1.2 | -2.1 | 1.9 | -2.8 | 2.0 | 4.6 | 30.6 | 8.8
39 | CCc1ccc(NC(=O)Nc2ccon2)cc1 | 1.5 | 2.6 | 1.7 | -2.4 | -2.0 | -0.8 | -4.7 | 5.4 | 1.0
40 | CCCc1ncc(CN2CCCC(C(=O)Nc3ccc(-c4cccc(OC)c4)cc3)C2)cn1 (configuration not stated) | -4.9 | 10.9 | -4.7 | -3.9 | 1.3 | -5.3 | 9.8 | -30.4 | 4.5
41 | COc1ccc(CCN2CCCn3c2nc2c3c(=O)n(C)c(=O)n2C)cc1OC | 5.2 | 1.5 | -1.1 | 1.7 | -1.1 | 3.6 | 1.6 | 10.6 | x
42 | Cc1nc(NS(=O)(=O)c2cccc([N+](=O)[O-])c2)sc1C(C)(C)C | 7.1 | 2.0 | -1.9 | 0.1 | 0.8 | 0.7 | 0.6 | -9.0 | -0.4
43 | CCN1C(=O)c2ccccc2Sc2ccc(C(=O)NCCCN3CCOCC3)cc21 | 7.1 | 0.1 | -4.0 | -5.9 | 2.8 | 8.1 | 2.3 | 18.9 | -2.4
44 | O=C(O)CCC(=O)N1CCC(C(=O)c2cccc(Cl)c2)CC1 | -1.6 | -0.3 | 2.4 | -2.9 | -1.3 | 4.9 | -6.9 | 7.1 | 7.3
45 | CCCCCCNC(=O)Cc1ccc(Br)cc1 | -5.2 | -1.9 | -5.4 | -3.5 | -8.6 | 0.7 | -13.7 | 44.4 | -0.3
46 | Fc1ccc(-c2nc3ccc(Cl)cn3c2Cc2ccccc2)cc1 | -4.5 | -1.1 | 0.7 | -1.5 | 0.5 | -8.7 | 17.8 | 13.4 | x
47 | COc1ccc(-c2onc(C)c2-c2cnn(-c3ccccc3)c2)c(O)c1 | -5.5 | 3.7 | -2.7 | -2.5 | -2.1 | 0.0 | 8.0 | -0.9 | 8.8
48 | CCOC(=O)Cc1csc(NC(=O)/C=C/c2ccc(Cl)cc2)n1 | 20.1 | 15.0 | -12.4 | 3.1 | -1.1 | -28.0 | 13.7 | 1.6 | -1.4

Given with values under each structure: part of the list above.
Values run as follows: M4 antag	M4 ag	M4 PAM	CHRM5 agonist	CRFR2-BP ag	M5 PAM	M5 antag	CRFBP-R2 block	IDE inh
#1 CCCCCCCCn1c2c(c(=N)c3ccccc31)CCC2
  58.0*	20.7	-18.7	-2.4	1.4	-16.3	48.2*	-19.1	x
#2 CC(=O)Oc1ccc(C2OC(=O)c3ccccc3N2C(C)=O)cc1 (configuration not stated)
  3.0	0.0	2.5	2.2	-1.3	-0.5	-2.6	-14.3	-6.9
#3 CCN(CC(=O)NCc1cccs1)S(=O)(=O)c1cccc(C(C)=O)c1
  -5.7	1.4	4.2	-0.1	-2.6	-1.8	-1.6	8.1	-0.1
#4 O=C(Nc1ccc(F)cc1)C(c1cccc(F)c1)N1CCN(Cc2c(F)cccc2Cl)CC1 (configuration not stated)
  2.0	7.3	-12.6	-4.6	x	-10.1	7.1	x	x
#5 CN1CCN(S(=O)(=O)c2cccc(C(=O)NCc3ccc(Cl)cc3)c2)CC1
  2.7	1.2	-4.8	-0.4	1.6	5.2	6.6	3.1	-1.4
#6 CC1(C(=O)NS(=O)(=O)c2cccc(Cl)c2)CCN1C(=O)Cc1ccc(-c2ccccc2)cc1 (configuration not stated)
  6.7	-0.4	0.8	-0.6	x	-0.8	8.0	x	x
#7 Cc1cccc(OCC(=O)N2CCOCC2)c1
  5.3	0.2	-1.1	-0.9	2.7	-1.2	8.2	-6.5	-0.9
#8 O=C(COC(=O)c1n[nH]c2ccccc12)Nc1ccc(S(=O)(=O)N2CCCC2)cc1
  18.2	16.4	-10.2	7.3	5.5	-12.1	13.8	-37.8	5.2

Screening data: PubChem, several laboratories
